Source: PubChem
PLC-gamma1 inh = inhibitors of human phospholipase C gamma1. P19174. purified PLC-gamma1, fluorogenic substrate, fluorescence. inhibition, % at 12.2 µM. hit rate 0.84% among 370,000. AID 720700; in the data active means inhibition above about 9.5%
ARFGAP1 inhibitor = inhibits rat ARF GTPase activating protein 1; hit rate 0.26% among 360,000; Arfgap1-stimulated ARF1 GTP hydrolysis, GDP FP detection; inhibition, % at 16.5 µM;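 active means inhibition above a per-plate limit, mean inhibition of low control wells plus 3 SD, cut at about 25% in these data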;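 further: 0% = DMSO wells with enzyme and 100% = wells lacking Arfgap1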
Target sequence (Q62848 1-136 limits assumed): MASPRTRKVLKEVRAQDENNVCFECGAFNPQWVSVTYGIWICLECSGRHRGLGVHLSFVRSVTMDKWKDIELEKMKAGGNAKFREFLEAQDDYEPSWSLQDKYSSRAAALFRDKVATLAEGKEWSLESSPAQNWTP
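Replicates: Single well per compound | Assay system: Truncated rat Arfgap1 GAP domain | Control set: No-Arfgap1 wells (100%) versus DMSO full-reaction wells (0%) | Times: Enzyme reaction 120 min at 25 °C after 20 min preincubation | Reagent: Human ARF1(Δ1-17)-GTP substrate | Measured by: Tracer-displacement fluorescence polarization with EDTA stop, 620/688 nm | Measure: Percent inhibition of Arfgap1-stimulated GTP hydrolysis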
TDP2 absorb = TDP2 (human) inhibition, absorbance primary screen; O95551; recombinant TDP2, T5PNP hydrolysis, p-nitrophenol absorbance 415 nm; inhibition, % at 12.8 µM; hit rate 0.34% among 370,000; AID 720702;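 active means inhibition above the mean of all tested compounds plus 3 SD, set per campaign, cut at about 25% in these data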;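 further: 0% = DMSO with enzyme and 100% = buffer with substrate but no TDP2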
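Material: recombinant human TDP2; quantity: TDP2 enzyme at 120 nM final; medium: Tris-HCl pH 7.5 with MgCl2; compound: single concentration, 12.8 µM nominal, with 1% DMSO; incubation: 2 h enzyme incubation at 37 °C; signal: epi absorbance; measure: percent inhibition; benchmarks: high control without enzyme, low control DMSO plus TDP2; repeats: singlicate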
ASAP1 inh = blocks human ASAP1-stimulated Arf1 GTP hydrolysis; Q9ULH1; GDP FP detection; inhibition, % at 16.5 µM; hit rate 0.19% among 360,000; in the data active means inhibition above about 25%;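 further: 0% = vehicle with enzyme and substrate and 100% = no enzyme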
proKLK7 act = activators of human kallikrein-7 zymogen; activation, % at 7 µM; hit rate 0.9% among 370,000; purified proKLK7, EDANS-DABCYL substrate fluorescence; 100% is mature enzyme control, 0% vehicle;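 active means activation above the mean of all tested compounds plus 3 SD, computed per campaign excluding outliers beyond control limits, cut at about 13% in these data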
Target sequence (P49862 whole entry, looked up): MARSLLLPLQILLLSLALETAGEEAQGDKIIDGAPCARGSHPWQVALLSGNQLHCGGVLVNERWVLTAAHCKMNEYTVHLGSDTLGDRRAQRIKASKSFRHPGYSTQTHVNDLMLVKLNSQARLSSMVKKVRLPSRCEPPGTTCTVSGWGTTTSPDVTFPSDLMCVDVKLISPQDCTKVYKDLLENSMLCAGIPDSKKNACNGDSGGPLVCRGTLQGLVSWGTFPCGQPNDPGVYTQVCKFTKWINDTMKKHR
Tn6 DDE FP = disrupts Tn6 cyclic peptide binding to fibrin D-Dimer-E complex. P02675. Fibrin DD(E) TRITC-Tn6 fluorescence polarization displacement. inhibition, % at 8.3 µM. hit rate 0.21% among 370,000;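 active means inhibition above a per-campaign cutoff: mean of compounds within control limits plus 3 SD, cut at about 15% in these data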;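 further: 0% = median of all compound wells on the plate and 100% = blocking peptide control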
Tn7 DDE FP = disrupts Tn7 cyclic peptide binding to fibrin D-Dimer-E complex | P02675 | hit rate 0.13% among 370,000 | inhibition, % at 8.3 µM | AID 720508 | FP displacement of FITC-Tn7 peptide from fibrin DD(E); 0% = median of compound wells per plate;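 active means inhibition above the mean of compounds falling within the control limits plus 3 SD of them, cut at about 14% in these data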;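 further: 0% = plate median of compound wells and 100% = 10 µM Aha-Tn7 peptide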
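Assay system: Human clot-derived fibrin DD(E) complex | Buffer or medium: Tris/NaCl/CaCl2 buffer, pH 7.8 | Repeats: One replicate per compound | Benchmarks: Aha-Tn7 high control | Measure: % inhibition scaled between sample-field median and high-control FP | Schedule: 10 min plus 3 h, room temperature | Signal: Fluorescence polarization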
ADAM10 inh = inhibitors of human ADAM10. recombinant ADAM10, EDANS/DABCYL FRET peptide cleavage, 3 h. O14672. hit rate 0.62% among 370,000. inhibition, % at 7 µM;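 active means inhibition above a per-campaign cutoff equal to the mean of compounds falling between control-based bounds plus 3 SD, cut at about 20% in these data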;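 further: 0% = DMSO wells while the 100% control is not disclosed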
Target sequence (O14672 214-748 limits assumed): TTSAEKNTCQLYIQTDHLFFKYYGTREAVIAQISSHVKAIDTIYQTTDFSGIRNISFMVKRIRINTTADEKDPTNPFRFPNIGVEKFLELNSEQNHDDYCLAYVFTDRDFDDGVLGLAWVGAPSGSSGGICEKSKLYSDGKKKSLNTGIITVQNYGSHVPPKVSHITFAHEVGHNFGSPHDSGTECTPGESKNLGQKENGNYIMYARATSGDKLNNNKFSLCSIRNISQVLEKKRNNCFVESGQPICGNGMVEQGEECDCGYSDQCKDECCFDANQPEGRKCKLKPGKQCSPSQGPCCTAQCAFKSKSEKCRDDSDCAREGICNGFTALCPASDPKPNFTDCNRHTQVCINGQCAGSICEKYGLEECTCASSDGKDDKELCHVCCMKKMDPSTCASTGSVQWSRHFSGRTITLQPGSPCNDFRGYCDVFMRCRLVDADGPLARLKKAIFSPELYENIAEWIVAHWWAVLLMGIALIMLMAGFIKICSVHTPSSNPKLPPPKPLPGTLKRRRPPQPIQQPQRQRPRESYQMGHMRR
ADAM17 inh = inhibits human ADAM17; P78536; inhibition, % at 6.95 µM; recombinant ADAM17, EDANS/DABCYL FRET peptide cleavage; hit rate 0.83% among 370,000;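 active means inhibition above the mean of compounds lying between control limits plus 3 SD, set per campaign, cut at about 8.5% in these data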;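 further: 0% = DMSO-only wells as the low control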
LEDGF integ inh = blocks HIV-1 LEDGF/p75-dependent DNA integration. TR-FRET IN-LEDGF/p75 DNA integration, Eu/Cy5. inhibition, % at 3.7 µM. hit rate 0.64% among 370,000;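 active means inhibition above the screen-wide mean plus 3 SD, cut at about 13% in these data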;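 further: signal is the Cy5 over europium emission ratio at 671 and 618 nm; 0% = plate median of compound wells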
* = called active by the depositor.

SMILES,Tn7 DDE FP,TDP2 absorb,PLC-gamma1 inh,Tn6 DDE FP,ADAM10 inh,proKLK7 act,LEDGF integ inh,ARFGAP1 inhibitor,ADAM17 inh,ASAP1 inh
O=C(CCc1ccccc1)Nc1cc(S(=O)(=O)N2CCOCC2)ccc1N1CCCC1,-1,-3,-2,-4,1,-0.4,2,13,-1,19
COC(=O)[C@@H]1C[C@@]2(O)[C@@H](O)[C@@H](O)[C@@H](O)C[C@H]2N1Cc1cc(OC)cc(OC)c1,-7,-19,5,-8,5,1.1,2,2,3,-4
O=c1c(O)c(-c2ccc3c(c2)OCO3)oc2ccccc12,-4,4,-485,-4,-94,-7.6,-1,-2,-33,4
O=C(COC(=O)c1ccccc1Oc1ccccc1)NCc1ccco1,-12,7,-2,0,7,0.1,3,18,-1,3
CN1C(=O)NC(NC(=O)C2CCCCC2)(C(F)(F)F)C1=O (stereo not drawn),-7,-11,3,10,1,-0.1,4,6,2,-6
COc1ccc(C(=O)NCC(=O)OCc2ccc(F)cc2Cl)cc1OC,-4,0,2,4,3,-1.3,3,2,0,1
CC(C)NC(=O)NC(=O)COC(=O)c1ccccc1O,8,1,0,-4,7,7.9,3,-7,4,5
Cc1sc2ncnc(SCC(=O)N(C)C3CCS(=O)(=O)C3)c2c1C (stereo not drawn),-2,13,1,-2,-4,1.0,-1,-8,-3,5
CCNc1cc(S(=O)(=O)C(F)(F)F)ccc1N,-4,3,-1,-1,4,0.1,-1,-3,4,1
CS(=O)(=O)N1CCN(c2ccc(NC(=O)c3ccc([N+](=O)[O-])o3)cc2)CC1,-7,13,-2,-1,-1,0.4,-1,11,-3,1
O=c1cc(CN(Cc2ccccc2)Cc2ccccc2)c2ccccc2o1,4,-5,-1,-2,-13,-1.0,-5,7,-2,-7
CC(=O)N/N=C/c1cc([N+](=O)[O-])ccc1OCCOc1ccccc1,-4,3,2,-2,-1,0.3,2,-5,1,4

Gathered by group: those above with a nitro group on carbon
SMILES,Tn7 DDE FP,TDP2 absorb,PLC-gamma1 inh,Tn6 DDE FP,ADAM10 inh,proKLK7 act,LEDGF integ inh,ARFGAP1 inhibitor,ADAM17 inh,ASAP1 inh
CS(=O)(=O)N1CCN(c2ccc(NC(=O)c3ccc([N+](=O)[O-])o3)cc2)CC1,-7,13,-2,-1,-1,0.4,-1,11,-3,1
CC(=O)N/N=C/c1cc([N+](=O)[O-])ccc1OCCOc1ccccc1,-4,3,2,-2,-1,0.3,2,-5,1,4

Further structures follow.
SMILES,Tn7 DDE FP,TDP2 absorb,PLC-gamma1 inh,Tn6 DDE FP,ADAM10 inh,proKLK7 act,LEDGF integ inh,ARFGAP1 inhibitor,ADAM17 inh,ASAP1 inh
CN(C)CCCn1c(=S)[nH]c2sc3c(c2c1=O)CCCC3,-4,-8,3,-1,-20,0.4,-1,2,-8,0
CC1CN(S(=O)(=O)c2cccc3nsnc23)CC(C)O1 (stereo not drawn),-8,15,2,-7,-5,-0.6,0,15,0,-2
COc1ccc(NC(=O)c2c3c(nc4ccccc24)CCC3)cc1,4,0,-1,-5,3,0.2,-2,7,-7,3
Cc1cccc(C)c1NS(=O)(=O)c1ccc(-c2ccc(=O)[nH]n2)o1,1,1,0,-1,-9,0.0,2,-5,-4,-2
CCCCOC(=O)N1CCOCCOCCN(C(=O)OCCCC)CCOCCOCC1,7,-6,0,1,-1,0.2,-4,-1,-4,-4
CC1=NN(c2ccc(C)cc2)C(=O)/C1=C\C=C\c1ccccc1,3,3,-1,-1,-5,-0.2,8,1,-5,12
Cc1c(NS(=O)(=O)c2cc(C(=O)NCc3ccco3)cc(Cl)c2Cl)c(=O)n(-c2ccccc2)n1C,-1,3,-1,0,-12,0.2,2,2,-1,7
Clc1cc(Cl)cc(CN2CCSCC2)c1,0,-16,1,-5,1,0.1,-6,-4,1,-1
O=C(/C=C/c1ccco1)Nc1ccccc1C(=O)O,0,0,-4,-1,-10,-0.1,17*,-19,-1,-13
CCOC(=O)N1CCN(C(=O)c2cnc3n(c2=O)CCS3)CC1,-5,-4,0,-9,-4,-0.2,0,2,-2,1
O=C(Nc1ccc(OCC(=O)N2CCOCC2)cc1)Nc1cccc2ccccc12,3,6,-21,-2,-53,-1.9,-2,3,-22,0
CCOc1ccc(NC(C)C(=O)N/N=C/c2cccs2)cc1 (stereo not drawn),6,4,-4,-1,5,-0.3,-3,-7,-3,1

A different layout for some results above.
Results follow in this order: Tn7 DDE FP | TDP2 absorb | PLC-gamma1 inh | Tn6 DDE FP | ADAM10 inh | proKLK7 act | LEDGF integ inh | ARFGAP1 inhibitor | ADAM17 inh | ASAP1 inh
> CCNc1cc(S(=O)(=O)C(F)(F)F)ccc1N
    -4 | 3 | -1 | -1 | 4 | 0.1 | -1 | -3 | 4 | 1
> CS(=O)(=O)N1CCN(c2ccc(NC(=O)c3ccc([N+](=O)[O-])o3)cc2)CC1
    -7 | 13 | -2 | -1 | -1 | 0.4 | -1 | 11 | -3 | 1
> O=c1cc(CN(Cc2ccccc2)Cc2ccccc2)c2ccccc2o1
    4 | -5 | -1 | -2 | -13 | -1.0 | -5 | 7 | -2 | -7
> CC(=O)N/N=C/c1cc([N+](=O)[O-])ccc1OCCOc1ccccc1
    -4 | 3 | 2 | -2 | -1 | 0.3 | 2 | -5 | 1 | 4
> CN(C)CCCn1c(=S)[nH]c2sc3c(c2c1=O)CCCC3
    -4 | -8 | 3 | -1 | -20 | 0.4 | -1 | 2 | -8 | 0

More compounds:
SMILES,Tn7 DDE FP,TDP2 absorb,PLC-gamma1 inh,Tn6 DDE FP,ADAM10 inh,proKLK7 act,LEDGF integ inh,ARFGAP1 inhibitor,ADAM17 inh,ASAP1 inh
O=C(Nc1ccccc1)O/N=C(\c1ccccc1)c1ccccn1,7,5,0,3,2,-0.7,-3,-2,-6,-3
CC(=O)c1cccc(NC(=O)COC(=O)c2cccc(N3C(=O)c4ccccc4C3=O)c2)c1,-3,3,-6,5,-4,0.2,2,-10,0,-10
COc1ccc(C)cc1-n1nnnc1SCC1CCCCO1 (stereo not drawn),4,-3,-4,11,-2,-0.1,-2,2,-3,-5
Cc1cc(NC(=O)C2CC=CCC2C(=O)O)no1 (stereo not drawn),-1,-8,1,-1,-4,0.0,2,11,-4,7
Cc1ccc(C)n1-c1ccc(C(=O)N/N=C/c2ccncc2)cc1,-1,-3,-5,-5,4,-0.7,3,9,-3,10
c1ccc2c(c1)nnn2Cc1nnc2sc(-c3ccc4c(c3)OCCO4)nn12,4,6,-2,0,-16,0.2,2,8,-5,-5
CC(C)c1ccc(NC(=O)C2(C)Cc3c(-c4ccccc4)ccnc3O2)cc1 (stereo not drawn),0,0,-1,0,5,1.1,-3,18,4,3
Cc1ccc(/C=N/NC(=O)c2cc3c(ccc4ccccc43)o2)o1,8,-8,-230,-8,-45,-122,-2,-14,-37,0
CS(=O)(=O)c1ccc(C(=O)N2CCN(S(=O)(=O)c3ccc(C4CCCCC4)cc3)CC2)cc1,5,6,-9,-2,-9,0.1,1,-9,-3,-14
COCC(=O)Nc1ccc(Br)cc1,1,0,3,-6,-7,-0.1,1,12,-8,4
CCOC(=O)c1ccccc1NC(=O)c1cccc([N+](=O)[O-])c1,2,5,-1,-3,-4,-0.5,4,-2,-3,-12
CCCCCCCCOC(=O)c1c(CSC(=N)N)n(C)c2cc(Br)c(OC(C)=O)cc12,4,-10,3,-7,-3,-0.1,-3,3,-2,10
CCN(CC)CCNC(=O)c1ccc(NC(=O)c2cn(-c3ccccc3)nc2-c2cccs2)cc1,0,-7,-1,-13,-1,0.2,-4,39*,2,14
C=CCNC(=S)NNC(=O)c1ccc(OC(C)C)cc1,0,3,0,-1,-1,-0.1,2,4,-2,10
CCCOC(=O)Nc1cccc(C(C)=O)c1,1,10,-5,-11,-6,0.1,0,-7,-9,-4
CCOC(=O)c1c(-c2ccccc2)csc1NC(=S)N(CC)CC,6,-2,4,-10,4,0.1,1,4,-8,2
CC(C)C[C@@H](CSc1ccc(Br)cc1)N1CCN(CC(C)C)CCC1=O,7,-4,-1,8,6,-0.3,-2,-8,-5,7
C#CCOCCOCCOCCNc1nc(N2CCN(C(=O)[C@H](CCC(=O)O)n3cc(CN)nn3)CC2)nc(N2CCN(C(=O)[C@H](CCCCN)n3cc([C@@H](N)CC(N)=O)nn3)CC2)n1,1,2,-3,-4,-10,0.4,0,-5,-3,-5
O=C(OC(c1ccc(NS(=O)(=O)c2ccccc2)cc1)(C(F)(F)F)C(F)(F)F)c1ccccc1,-4,-13,2,5,32*,0.7,5,3,13*,3
Cc1cccc(C)c1NC(=O)C[N+](C)(C)CC(O)COc1cccc2ccccc12 (stereo not drawn),0,-22,5,-5,-1,0.5,0,5,0,-9
CC(C)CCNC(=O)Cn1c(=O)oc2cc(S(=O)(=O)N3CC(C)CC(C)C3)ccc21 (stereo not drawn),-4,-2,-3,2,-14,0.9,-2,12,1,3
O=C(Cc1ccc(Br)cc1)NNC(=O)Nc1ccc(Cl)cc1,-5,-4,-2,8,-7,-0.5,1,6,-5,6
COc1ccc(CN2CCN(Cc3cccc(Oc4ccccc4)c3)CC2)c(OC)c1OC,2,8,4,5,4,-0.4,-1,-13,2,0
Cc1cc(C)cc(-n2ncc3c2CCCC3NC(=O)CN2CCCC2=O)c1 (stereo not drawn),1,1,-1,4,-5,0.0,-1,-3,-22,-2
CCCC(=O)N(Cc1cc2cccc(C)c2[nH]c1=O)c1ccccc1OC,6,5,0,-1,-16,0.4,-6,6,-10,-4
CC(O)(c1ccc(F)c(F)c1)c1nc(-c2cccc(F)c2)cs1 (stereo not drawn),0,-11,2,5,6,-0.5,-6,-4,4,15
